Anthrax LF inh2 – inhibitors of Bacillus anthracis lethal factor protease; P15917; multiplex microsphere protease cleavage assay, LF; inhibition, % at 10 µM; hit rate 0.12% among 360,000; note: plate controls were buffer without enzyme for full effect and enzyme alone for no effect
MazEF act – activators of E. coli MazEF toxin-antitoxin RNase | FAM/BHQ RNA-DNA oligo cleavage fluorescence, 5 h | activation, % at 20 µM | hit rate 0.32% among 350,000; in the data active = activation above about 50%
Target sequence (P0AE70 whole entry, looked up): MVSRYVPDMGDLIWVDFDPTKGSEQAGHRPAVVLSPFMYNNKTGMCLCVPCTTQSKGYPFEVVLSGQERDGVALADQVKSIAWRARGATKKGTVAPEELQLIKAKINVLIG
BoNT A protease – blocks Botulinum neurotoxin A light chain protease. multiplex microsphere protease substrate cleavage, flow cytometry. inhibition, % at 10 µM. hit rate 0.17% among 360,000. AID 588499; note: plate controls were buffer without enzyme for full effect and enzyme alone for no effect
SSB-PriA inh – inhibitors of Klebsiella pneumoniae PriA binding to SSB C-terminal tail | AlphaScreen SSBct-PriA binding, biotinylated peptide | inhibition, % at 33 µM | hit rate 0.6% among 430,000 | AID 1272365; in the data active = inhibition mostly above about 37%, no sharp cut-off; inactive = mostly below about 20%;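 note: plate controls were negative control peptide for no effect and reference peptide for full effect; strong numbers were not always called active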
CCHFV vOTU inh – CCHFV vOTU protease inhibition. inhibition, % at 11.5 µM. Pep-AMC fluorescence. hit rate 0.55% among 370,000; in the data active = inhibition above about 30%; note: 0% = vehicle wells with enzyme and 100% = no enzyme wells
Rv3671c inh – inhibitors of M. tuberculosis serine protease Rv3671c. P9WHR9. inhibition, % at 5.96 µM. hit rate 0.048% among 320,000. AID 2606; in the data active = inhibition above about 38%;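 note: extracellular domain of Rv3671c used as enzyme; 0% = enzyme with DMSO and 100% = no enzyme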
Target sequence (P9WHR9 whole entry, looked up, the tested form may be a part): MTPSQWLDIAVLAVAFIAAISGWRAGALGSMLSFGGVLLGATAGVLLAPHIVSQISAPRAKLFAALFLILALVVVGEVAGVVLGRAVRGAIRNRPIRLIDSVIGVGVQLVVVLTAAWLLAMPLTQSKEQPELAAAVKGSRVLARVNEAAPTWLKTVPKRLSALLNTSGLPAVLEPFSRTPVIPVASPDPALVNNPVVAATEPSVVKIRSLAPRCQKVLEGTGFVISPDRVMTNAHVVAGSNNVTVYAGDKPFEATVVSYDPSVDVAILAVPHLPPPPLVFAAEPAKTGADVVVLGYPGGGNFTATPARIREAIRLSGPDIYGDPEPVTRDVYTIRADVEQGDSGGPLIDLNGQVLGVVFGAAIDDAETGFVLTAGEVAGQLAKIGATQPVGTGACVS
PrPC TRFRET – inhibitors of human cell surface prion protein PrPC; inhibition, % at 13.8 µM; hit rate 0.43% among 370,000; AID 720596; P04156; TR-FRET read-out; in the data active = inhibition above about 24%; note: 0% = median of the test wells and 100% = reference compound wells
BoNT-F LC inh – inhibitors of Botulinum neurotoxin F light chain protease; Multiplex microsphere protease cleavage assay, flow cytometry; hit rate 0.22% among 360,000; inhibition, % at 10 µM; in the data active = inhibition above about 35%, passing the limit was not always enough; inconclusive = no clear call, values can overlap the other calls; note: plate controls were buffer without enzyme for full effect and enzyme alone for no effect
DUSP3 inh – inhibitors of human VHR1 phosphatase (DUSP3). P51452. recombinant VHR phosphatase, pNPP absorbance. inhibition, % at 13.3 µM. hit rate 0.52% among 290,000. AID 1654; in the data active = inhibition above about 50%; note: some compounds called inactive have numbers as strong as hits
Target sequence (P51452 whole entry, looked up): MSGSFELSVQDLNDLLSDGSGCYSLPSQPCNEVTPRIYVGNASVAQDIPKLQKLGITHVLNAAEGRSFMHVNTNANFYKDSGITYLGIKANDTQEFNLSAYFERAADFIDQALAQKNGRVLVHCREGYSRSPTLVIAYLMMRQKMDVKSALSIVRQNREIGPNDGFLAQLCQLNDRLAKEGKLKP
3CLpro inhibitor – SARS-CoV 3CLpro protease inhibition. P0C6X7. recombinant SARS-CoV 3CLpro, quenched FRET peptide cleavage. inhibition, % at 6 µM. hit rate 0.14% among 290,000; in the data active = inhibition above about 12%
Starred values were filed as active, the others as inactive; i = inactive; ? = inconclusive; nt = not tested or not shown; & = joins results of further samples. Cut-off read from the data, not from the text of the source, unless noted: active = inhibition above about 30%; inconclusive = no clear call, values can overlap the other calls; inactive = below that. Only part of the results is shown; rates above refer to the full screens.

No.	SMILES	Anthrax LF inh2	MazEF act	BoNT A protease	SSB-PriA inh	CCHFV vOTU inh	Rv3671c inh	PrPC TRFRET	BoNT-F LC inh	DUSP3 inh	3CLpro inhibitor
1	C[C@H](CO)N1C[C@H](C)[C@H](CN(C)Cc2ccc(Oc3ccccc3)cc2)Oc2cc(Br)ccc2S1(=O)=O	-9	0	-0.7	nt	12	nt	-2	-7	nt	nt
2	O=C(NC(=S)NCCO)c1sc2ccccc2c1Cl	-1	-11	-2.6	-1	8	-5	78*	-11	-3	-3
3	COc1cccc(C2CC(c3cccs3)=NN2S(C)(=O)=O)c1 (centres undefined)	-5	5	-2.4	-1	-10	-5	-5	-12	-3	-3
4	CCC/C=C/c1ccc(CN2C(C(C)C)C(=O)N(Cc3cn(CCOCOC)nn3)CCS2(=O)=O)cc1 (centres undefined)	3	9	-0.4	nt	13	nt	1	-3	nt	nt
5	CC(C)N(Cc1ccco1)/N=C/c1c(O)n(Cc2ccccc2)c(=O)[nH]c1=O	-18	7	0.2	nt	3	-6	-9	?	5	-6
6	CCC(Sc1ncccc1C(=O)OC(C)C)C(=O)N1CCOCC1 (centres undefined)	-10	8	?	-24	-7	1	0	-2	29	-8
7	CN(C)c1ccnc2sc3c(SCc4ccc(Cl)cc4)ncnc3c12	-1	2	-0.2	-6	12	-4	4	0	7	-2
8	COc1ccccc1OC(C)C(=O)N1CCN(Cc2ccc3c(c2)OCO3)CC1 (centres undefined)	-2	-1	-1.8	-2	-13	-2	7	-6	26	-1

New compounds follow
No.	SMILES	Anthrax LF inh2	MazEF act	BoNT A protease	SSB-PriA inh	CCHFV vOTU inh	Rv3671c inh	PrPC TRFRET	BoNT-F LC inh	DUSP3 inh	3CLpro inhibitor
9	O=C(CSc1nccn1-c1ccccc1)NO	-6	5	0.7	-9	11	-4	-4	-1	26	-1
10	COc1ccc2c(c1)C1OCCC1C(c1ccco1)N2 (centres undefined)	-5	-5	1.7	-6	nt	0	nt	5	nt	nt
11	CNC(=S)NC1CC2CCCC(C1)N2Cc1ccccc1OC (centres undefined)	nt	4	nt	2	2	-2	2	nt	-13	-4
12	CC(C)c1ccc(CN2C(=O)NC3(CCCCCC3)C2=O)cc1	-2	-1	-1.1	1	24	-8	-14	-3	17	1
13	CC(C)[C@H](NC(=O)OCc1ccccc1)C(=O)OCC(=O)NCCc1ccccc1	1	4	0.4	-4	14	4	6	-4	-6	2
14	Cc1cccc(NC(=O)CCN2C(=O)C3C4C=CC(C4)C3C2=O)c1 (centres undefined)	-4	5	-1.2	2	12	3	6	-7	22	-3
15	COc1ccc(N2CCN(C(=O)COC(=O)c3oc4ccccc4c3C)CC2)cc1	-8	-1	-1.3	19	12	9	-3	-7	nt	nt
16	COc1ccc(C(=O)NNC(=O)c2snnc2C)cc1	2	10	0.3	1	-14	-3	12	-12	-7	0

Remaining list, next part.
No.	SMILES	Anthrax LF inh2	MazEF act	BoNT A protease	SSB-PriA inh	CCHFV vOTU inh	Rv3671c inh	PrPC TRFRET	BoNT-F LC inh	DUSP3 inh	3CLpro inhibitor
17	CC(C)N1CCN(c2ccc(S(=O)(=O)N3CCOCC3)cn2)CC1	-3	-10	0.5	5	0	nt	4	2	2	1
18	Cc1ccc(CNC(=O)CSc2nc(C)cs2)cc1	-1	-4	0.6	-16	2	5	6	-2	-10	5
19	O=C(Nc1nnc(SCc2ccc(F)cc2)s1)C1CC(=O)N(c2ccc3c(c2)OCCO3)C1 (centres undefined)	0	7	0.4	-9	0	-8	-3	2	-5	-4
20	Cc1ccc(N2C(=O)CC(Sc3ncn[nH]3)C2=O)cc1C (centres undefined)	1	3	0.2	-14	0	-19	-5	2	17	-6
21	Cc1onc(-c2ccc(Cl)cc2Cl)c1-c1csc(N/N=C/c2ccccc2Cl)n1	-12	-7	?	i	7	6	8	?	16	-2
22	N#Cc1cccc(NC(=O)c2cc(C3CCCCN3C(=O)c3cccs3)on2)c1 (centres undefined)	-8	nt	-0.8	nt	-4	nt	5	-6	nt	nt
23	O=C(Nc1nnc(-c2cccs2)o1)C1CC1	-8	8	0.4	2&-13	1	6	-1	5	-2	-2
24	CCOC(=O)C1CCN(c2cc(=O)n(Cc3ccc(F)cc3)c(=O)[nH]2)CC1	-7	16	-0.7	-7	-5	5	2	0	6	2

Additional records:
No.	SMILES	Anthrax LF inh2	MazEF act	BoNT A protease	SSB-PriA inh	CCHFV vOTU inh	Rv3671c inh	PrPC TRFRET	BoNT-F LC inh	DUSP3 inh	3CLpro inhibitor
25	COc1ccc(COC(=O)C2=C(C)NC(=O)NC2c2ccccc2F)cc1 (centres undefined)	-10	4	1.8	-6	-4	2	8	?	27	5
26	NC1=NC(=O)/C(=C/c2cccc(F)c2)S1	2	2	-0.2	-4	-9	11	-2	-4	-20	4
27	COc1ccc(NC(=O)COC(=O)CO/N=C(\C)c2ccc3c(c2)OCO3)cc1S(N)(=O)=O	-11	3	-0.9	nt	-3	-3	1	-8	nt	nt
28	COc1ccc(-c2cc(NC=O)c3ncc(-c4cccc(OC)c4)n3c2)cc1	-4	nt	0.4	nt	16	nt	0	-4	nt	nt
29	O=C(CCl)Nc1cccc(Oc2ccccc2)c1	-3	-6	-0.4	-6	7	-1	-3	-11	34	6
30	COc1ccc(NC(=S)N2CCC(NC(=O)c3ccc(OC)cc3)CC2)cc1	0	7	-2.5	-9	21	2	6	-7	36	3
31	Cc1cccc(-c2nc(=S)c3c(o2)CCCC3)c1	3	-6	0.6	6&-13	-13	-4	-3	9	29	0
32	CC(C)CNc1cc(N2CCCC2)ccc1[N+](=O)[O-]	-7	9	-0.2	1	11	-7	-13	2	19	2

From entry 16 as far as 32, as listed above:
No.	SMILES	Anthrax LF inh2	MazEF act	BoNT A protease	SSB-PriA inh	CCHFV vOTU inh	Rv3671c inh	PrPC TRFRET	BoNT-F LC inh	DUSP3 inh	3CLpro inhibitor
16	COc1ccc(C(=O)NNC(=O)c2snnc2C)cc1	2	10	0.3	1	-14	-3	12	-12	-7	0
17	CC(C)N1CCN(c2ccc(S(=O)(=O)N3CCOCC3)cn2)CC1	-3	-10	0.5	5	0	nt	4	2	2	1
18	Cc1ccc(CNC(=O)CSc2nc(C)cs2)cc1	-1	-4	0.6	-16	2	5	6	-2	-10	5
19	O=C(Nc1nnc(SCc2ccc(F)cc2)s1)C1CC(=O)N(c2ccc3c(c2)OCCO3)C1 (centres undefined)	0	7	0.4	-9	0	-8	-3	2	-5	-4
20	Cc1ccc(N2C(=O)CC(Sc3ncn[nH]3)C2=O)cc1C (centres undefined)	1	3	0.2	-14	0	-19	-5	2	17	-6
21	Cc1onc(-c2ccc(Cl)cc2Cl)c1-c1csc(N/N=C/c2ccccc2Cl)n1	-12	-7	?	i	7	6	8	?	16	-2
22	N#Cc1cccc(NC(=O)c2cc(C3CCCCN3C(=O)c3cccs3)on2)c1 (centres undefined)	-8	nt	-0.8	nt	-4	nt	5	-6	nt	nt
23	O=C(Nc1nnc(-c2cccs2)o1)C1CC1	-8	8	0.4	2&-13	1	6	-1	5	-2	-2
24	CCOC(=O)C1CCN(c2cc(=O)n(Cc3ccc(F)cc3)c(=O)[nH]2)CC1	-7	16	-0.7	-7	-5	5	2	0	6	2
25	COc1ccc(COC(=O)C2=C(C)NC(=O)NC2c2ccccc2F)cc1 (centres undefined)	-10	4	1.8	-6	-4	2	8	?	27	5
26	NC1=NC(=O)/C(=C/c2cccc(F)c2)S1	2	2	-0.2	-4	-9	11	-2	-4	-20	4
27	COc1ccc(NC(=O)COC(=O)CO/N=C(\C)c2ccc3c(c2)OCO3)cc1S(N)(=O)=O	-11	3	-0.9	nt	-3	-3	1	-8	nt	nt
28	COc1ccc(-c2cc(NC=O)c3ncc(-c4cccc(OC)c4)n3c2)cc1	-4	nt	0.4	nt	16	nt	0	-4	nt	nt
29	O=C(CCl)Nc1cccc(Oc2ccccc2)c1	-3	-6	-0.4	-6	7	-1	-3	-11	34	6
30	COc1ccc(NC(=S)N2CCC(NC(=O)c3ccc(OC)cc3)CC2)cc1	0	7	-2.5	-9	21	2	6	-7	36	3
31	Cc1cccc(-c2nc(=S)c3c(o2)CCCC3)c1	3	-6	0.6	6&-13	-13	-4	-3	9	29	0
32	CC(C)CNc1cc(N2CCCC2)ccc1[N+](=O)[O-]	-7	9	-0.2	1	11	-7	-13	2	19	2

(listing goes on)
No.	SMILES	Anthrax LF inh2	MazEF act	BoNT A protease	SSB-PriA inh	CCHFV vOTU inh	Rv3671c inh	PrPC TRFRET	BoNT-F LC inh	DUSP3 inh	3CLpro inhibitor
33	c1ccc2c(c1)N1CCCN=C1N2CCN1CCCCC1	-1	-2	0.0	-3	-13	-7	-4	-3	14	-3
34	NC(=O)c1ccc(NC(=O)CSC2=Nc3ccccc3C3CC=NN23)cc1 (centres undefined)	-2	8	0.8	-11	nt	-24	nt	19	35	2
35	CCOc1ccc2nc(NC(=O)CSc3nc(-c4ccccc4)c(C#N)c(=O)[nH]3)sc2c1	-13	-7	-1.7	-16	11	nt	18	-13	16	5
36	CCCN(Cc1nnc(-c2ccccc2Cl)o1)C(=O)c1cc(S(=O)(=O)N2CCOCC2)ccc1F	-11	1	-34	-14	0	3	7	-53	nt	nt
37	CC1(/[N+]([O-])=C/c2ccc(Cl)cc2Cl)CCCCC1=O (centres undefined)	-8	6	0.5	-18	5	9	-5	?	8	6
38	Cc1c(Cl)cccc1NC(=O)Cc1ccc([N+](=O)[O-])cc1	2	8	1.6	0	-4	-4	5	-5	-6	3
39	COC(=O)c1c(-c2ccc(SC)cc2)sc2ccccc12	1	-3	0.2	-68	-6	-8	-14	-2	nt	nt
40	CNC(=O)c1cc2cc(Cc3ccccc3Cl)ccc2oc1=O	2	-9	-0.7	-7	-2	9	-4	-4	-3	-2

More results.
No.	SMILES	Anthrax LF inh2	MazEF act	BoNT A protease	SSB-PriA inh	CCHFV vOTU inh	Rv3671c inh	PrPC TRFRET	BoNT-F LC inh	DUSP3 inh	3CLpro inhibitor
41	CCCCn1nnnc1C(c1cc2ccccc2o1)N1CCN(c2ccncc2)CC1 (centres undefined)	-4	nt	-0.5	nt	-8	nt	-10	0	nt	nt
42	Cc1cc(C)c(S(=O)(=O)n2cnc3ccccc32)c(C)c1	0	-1	0.2	-8	3	-3	0	5	-20	0
43	Cc1scc(C(=O)N/N=C/c2ccc(OC(C)C)cc2)c1C	-2	2	-0.1	nt	6	1	7	-7	17	2
44	Cc1cccc(NS(=O)(=O)c2nnc(NC(=O)CC(C)C)s2)c1	-8	3	-0.4	0	0	-2	2	-8	-29	3
45	O=C(NCc1ccccc1)c1cc(C2COCCN2C(=O)c2ccc3c(c2)CCO3)on1 (centres undefined)	-4	nt	0.2	nt	-2	nt	-10	1	nt	nt
46	O=C(CCS(=O)(=O)c1cccc2nsnc12)NC1CCCCCC1	-4	5	1.3	3	22	0	-17	9	-6	2
47	O=C(CSc1ccc2nnc(-c3ccccn3)n2n1)NCc1ccc2c(c1)OCO2	3	7	0.3	-8	-3	3	-8	4	1	0
48	O=C(NCc1cccc(Cl)c1)C1CCC(=O)N(CCCN2CCCC2=O)C1 (centres undefined)	-2	-2	-1.0	10	1	-1	-3	-8	27	-2

From PubChem BioAssay
